# Anesthetic bind – qHTS Assay for Identification of Novel General Anesthetics; 350,000 tested, 0.074% active; Potency, µM (doses to about 77.5 µM), for the others: at the highest dose activity change, negative = displacement, usual class: inhibitors; Ferritin light chain (Equus caballus), P02791; apoferritin/1-aminoanthracene competitive binding, fluorescence; AID 485281, 2010; also: % is scaled to controls: 0 for no effect and ±100 for the full control effect; nearly all actives have a fitted effect of over 20% in size
#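 Concentration-response curves derived by four-parameter Hill fitting of normalized fluorescence, where compounds displaced 1-AMA from 10 uM horse apoferritin following a brief 10 min room-temperature incubation; propofol titration acted as positive control.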
# BLM helicase inh – qHTS Assay for Inhibitors of Bloom's syndrome helicase (BLM); RecQ-like DNA helicase BLM (Homo sapiens), P54132; 350,000 tested, 0.2% active; Potency, µM (highest dose often 56.1 µM), for the others: at the highest dose activity change, negative = inhibition, actives largely listed as inhibitors; recombinant BLM DNA unwinding, fluorescence dequenching;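 also: plate controls were vehicle for no effect and no enzyme for full effect; nearly all actives have a fitted effect of over 35% in size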
# BAZ2B inh – qHTS Assay for Inhibitors of BAZ2B; Bromodomain adjacent to zinc finger domain protein 2B (Homo sapiens), Q9UIF8; AlphaScreen BAZ2B-H3K14Ac peptide displacement; Potency, µM (series often up to 114 µM), for the others: at the top dose activity change, negative = inhibition, usual class: inhibitors; 360,000 tested, 4.4% active; also: % is scaled to controls: 0 for no effect and ±100 for the full control effect; nearly all actives have a fitted effect of over 60% in size
#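 In this displacement format the biotinylated H3(5-23) peptide acetylated at Lys14 serves as ligand at 50 nM, with BAZ2B at 50 nM in PBS pH 7.4 containing 0.01% Tween-20. Donor and acceptor beads are 10 ug/mL final.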
# POLB inh – qHTS Assay for Inhibitors of DNA Polymerase Beta; 340,000 tested, 1.3% active; AID 485314, 2010; Pol beta primer extension/strand displacement, fluorescence kinetic; Potency, µM (highest dose often 114 µM), for the others: top-dose activity change, negative = inhibition, most hits filed as inhibitors; also: % is scaled to controls: 0 for no effect and ±100 for the full control effect
#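 Homogeneous kinetic assay of primer extension and strand displacement by 10 nM Pol beta, preincubated 15 min at room temperature with compound before 50 nM substrate (final) was added. Read at 0 and 10 min; four-parameter Hill fit.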
# POLI inh – qHTS for Inhibitors of Polymerase Iota | DNA polymerase iota (Homo sapiens), Q9UNA4 | Pol iota fluorescent replication assay, 10 min | Potency, µM (titrated, usually from 115 µM), for inactives: top-dose activity, negative = inhibition, most hits filed as inhibitors | 390,000 tested, 1% active | AID 588590, 2011
#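 Pol iota at 10 nM preincubated 15 min with compounds at room temperature; reaction started with fluorescent substrate, 50 nM final. Fluorescence read kinetically at 0 and 10 min; buffer-only wells as negative control.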
# G9a inh – qHTS Assay for Inhibitors of Histone Lysine Methyltransferase G9a; G9a H3K9 monomethylation, AlphaScreen, 2 h; Potency, µM (highest dose often 102 µM), for the others: at the top dose activity, negative = inhibition, most hits filed as inhibitors; AID 504332, 2011; 350,000 tested, 8.8% active; also: % is scaled to controls: 0 for no effect and ±100 for the full control effect; nearly all actives have a fitted effect of over 75% in size
#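 Enzyme 20 nM + cpd, 15 min RT; add b-H3K9 pep 500 nM / SAM 20 uM; 2 h RT; anti-H3K9me1 Ab 0.5 ug/mL + SA donor / anti-rabbit acceptor beads 20 ug/mL each, 10 min; AlphaScreen read.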
# Pol kappa inh – qHTS for Inhibitors of Polymerase Kappa; 400,000 tested, 0.53% active; purified Pol kappa, fluorescent DNA synthesis assay, 10 min; Potency, µM (doses to about 107 µM), for the others: at the highest dose activity, negative = inhibition, usual class: inhibitors; AID 588579, 2011; DNA polymerase kappa (Homo sapiens), Q9UBT6; also: % is scaled to controls: 0 for no effect and ±100 for the full control effect
#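 Kinetic fluorescence screen: compound preincubated 15 min RT with 10 nM enzyme; 50 nM substrate (final) initiates; reads at 0/10 min.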
# APE1 inh – qHTS Assay for Inhibitors of the Human Apurinic/apyrimidinic Endonuclease 1 (APE1); DNA repair nuclease/redox regulator APEX1 (Homo sapiens), P27695; recombinant APE1, TAMRA/BHQ-2 abasic DNA cleavage fluorescence; Potency, µM (top dose mostly 65.8 µM), without a hit: at the top dose activity change, negative = inhibition, hits mostly inhibitors; 350,000 tested, 0.35% active; AID 2517, 2012;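 also: plate controls were vehicle for no effect and reference inhibitor for full effect; nearly all actives have a fitted effect of over 55% in size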
# Target sequence (P27695 whole entry, looked up): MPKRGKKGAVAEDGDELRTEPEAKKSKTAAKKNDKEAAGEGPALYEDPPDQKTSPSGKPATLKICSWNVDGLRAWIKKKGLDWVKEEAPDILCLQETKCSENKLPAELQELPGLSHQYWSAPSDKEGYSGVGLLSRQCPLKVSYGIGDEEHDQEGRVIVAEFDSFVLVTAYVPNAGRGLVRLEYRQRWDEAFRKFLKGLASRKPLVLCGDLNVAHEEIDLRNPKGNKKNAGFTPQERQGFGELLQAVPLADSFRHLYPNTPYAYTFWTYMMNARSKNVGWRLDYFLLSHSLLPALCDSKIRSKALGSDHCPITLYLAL
#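 Activity was derived from the fluorescence gain between first and third kinetic reads (60 s intervals, ex 525/em 598 nm) after 50 nM THF-abasic TAMRA/BHQ-2 duplex was added to 0.75 nM APE1 preincubated 15 min with compound.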
# POLH inh – qHTS for Inhibitors of Polymerase Eta. DNA polymerase eta (Homo sapiens), Q9Y253. recombinant Pol eta, fluorescent DNA replication assay. Potency, µM (titrated, usually from 114 µM), without a hit: at the highest dose activity change, negative = inhibition, usual class: inhibitors. 390,000 tested, 1.2% active; also: % is scaled to controls: 0 for no effect and ±100 for the full control effect
# Target sequence (Q9Y253 whole entry, looked up): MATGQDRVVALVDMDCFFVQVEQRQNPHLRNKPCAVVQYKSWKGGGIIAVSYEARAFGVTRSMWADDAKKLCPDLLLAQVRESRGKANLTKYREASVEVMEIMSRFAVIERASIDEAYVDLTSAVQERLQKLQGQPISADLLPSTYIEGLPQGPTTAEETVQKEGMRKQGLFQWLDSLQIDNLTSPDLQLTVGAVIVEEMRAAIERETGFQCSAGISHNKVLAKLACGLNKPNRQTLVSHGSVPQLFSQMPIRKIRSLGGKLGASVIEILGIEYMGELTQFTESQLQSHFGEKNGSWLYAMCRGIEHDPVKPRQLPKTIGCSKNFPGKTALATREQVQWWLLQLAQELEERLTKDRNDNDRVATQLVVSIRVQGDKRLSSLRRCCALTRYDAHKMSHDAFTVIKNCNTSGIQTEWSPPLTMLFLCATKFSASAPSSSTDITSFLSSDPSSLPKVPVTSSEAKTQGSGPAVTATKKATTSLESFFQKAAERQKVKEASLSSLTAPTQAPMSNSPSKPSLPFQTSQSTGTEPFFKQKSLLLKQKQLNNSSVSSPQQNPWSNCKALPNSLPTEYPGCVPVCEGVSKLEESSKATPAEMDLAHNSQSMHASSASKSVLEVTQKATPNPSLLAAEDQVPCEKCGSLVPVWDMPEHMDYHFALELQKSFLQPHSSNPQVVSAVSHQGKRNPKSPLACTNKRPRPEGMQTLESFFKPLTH
#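 Fluorescent replication assay: 50 nM final substrate added after a 15 min room-temperature compound preincubation with 10 nM enzyme. Signal taken at 0 min and again at 10 min.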
# An asterisk follows results filed as active; u = inconclusive; x = no result given; [ ] = remark or other dose. Calls follow the shape of the dose curve; as a rule, active = well fitted curve in the direction sought with a large enough effect; inconclusive = small, poorly fitted or top-dose-only effect, or another doubt; inactive = no such curve, though single readings can be large; an effect the other way counts as inactive or inconclusive. Potency is read from the fitted curve at half-maximal effect. These rows are one share of the data. The share of hits here may be higher or lower than overall.
# Results follow in this order: Anesthetic bind | BLM helicase inh | BAZ2B inh | POLB inh | POLI inh | G9a inh | Pol kappa inh | APE1 inh | POLH inh
1. O=C(NCCC1=CCCCC1)c1ccc2c(c1)N(Cc1ccccc1)C(=O)CS2
→ 52%[activator] | -7% | 0% | 0% | -4% | 14% | -11% | -4% | -4%
2. N#C/C(=C\c1cc(O)c(O)c(O)c1)C(N)=O
→ -4% | u | 18% | u | u | x | -1% | 3.5µM* | 4%
3. CCOc1cc(/C=C2\SC(=S)N(NS(=O)(=O)c3ccccc3)C2=O)ccc1O
→ -12% | -5% | u | -22% | u | -1%[2.33 µM] | -9% | 16% | -26%
4. O=C(c1cccs1)N1CCN(CCCc2ccccc2)CC1
→ -2% | -1% | 79µM* | -2% | 15% | 32µM* | 2% | 2% | -1%
5. Cc1cc(NC(=O)c2c(C)noc2C)no1
→ 9% | -2% | 4% | 3% | -27% | x | -6% | 8% | -4%
6. CCC(CC)C(=O)c1c[nH]c(C(=O)N2CCN(c3ccc(OC)cc3)CC2)c1
→ -6% | 0% | -1% | -1% | 126%[activator] | -1% | 2% | -1% | 6%
7. COc1ccc(C(=O)COC(=O)CNC(=O)c2cccc(OC(F)F)c2)cc1
→ u | -2% | 5% | -15% | 1% | 32%[activator] | -9% | -3% | -5%
8. C[C@@H](C(=O)O)c1ccc(N2Cc3ccccc3C2=O)cc1
→ -5%[29.3 µM] | -1%[21.4 µM] | x | x | x | 21%[21.5 µM] | -4%[12 µM] | 0%[21 µM] | x
9. CCOc1ccc(/C=C/C2=NNC(=O)CC2)cc1
→ -9% | -4% | -10% | u | 49%[activator] | 6% | 1% | 7% | -12%
10. CN(Cc1c(C(=O)N/N=C/c2cccs2)nnn1-c1nonc1N)c1ccccc1
→ -13% | -10% | -22% | 2% | 17% | 39%[59 µM] | -3% | 31%[activator] | -23%
11. O=C(NCc1ccco1)C(c1cccs1)N(C(=O)C1COc2ccccc2O1)c1cccc(O)c1 (stereo unspecified)
→ -20% | -12% | u | -25% | u | u | -4% | 0% | -18%
12. Cc1ccc(NS(=O)(=O)c2ccccc2[N+](=O)[O-])cc1C
→ u | -4% | -26% | 10% | 10% | u | -9% | -1% | 3%
13. CCC(C)(C)n1nnnc1C(C(C)C)N1CCSCC1 (stereo unspecified)
→ -14% | -3% | 6% | 0% | 10% | 16% | 6% | 2% | -13%
14. C[C@H](NC(=O)OC(C)(C)C)c1nnc(SCC(N)=O)o1
→ -11% | -1% | 1% | 19% | 0% | 0% | -5% | -1% | -11%
15. COc1cccc(C2SCC(=O)N2c2cccc(C)c2)c1OC (stereo unspecified)
→ -15% | -1% | 12% | 1% | 20% | 10%[59 µM] | -11% | -4% | -9%
16. CC(C)(C)c1nnc(NC(=O)c2ccc3c(c2)OCO3)s1
→ -6% | 0% | -30% | 5% | 150%[activator] | 3.5µM* | 0% | 35% | -16%
17. CCOc1ccccc1C(=O)NCC(=O)OCCOc1cccc(Cl)c1
→ u | -9% | 19% | 33% | -23% | x | -17% | 1% | -7%
18. Cc1ccc(Sc2nc(-c3ccccc3)ccc2C#N)cc1
→ -10% | 0% | 4% | 38% | -2% | 39%[activator] | 1% | -3% | -20%
19. CCc1ccc(C2c3c(-c4ccccc4O)n[nH]c3C(=O)N2Cc2cccnc2)cc1 (stereo unspecified)
→ -18% | 0% | -7% | -1% | 28% | 16%[59 µM] | -11% | x | -24%
20. CCOc1ccc(-c2cc(C(=O)OC)nc3c2c(=O)n(C)c(=O)n3C)cc1
→ -2% | -4% | 1% | -8% | 6% | 12% | -6% | 0% | -11%
21. CCOc1ccccc1OCC(=O)Oc1ccc(C)c(C)c1
→ -15% | 5% | 87%[activator] | 39% | -6% | x | 1% | 1% | -10%
22. CCCCC1(C)NC(=S)N2N1C(=S)NC2(C)CCCC (stereo unspecified)
→ -9% | 1% | 79µM* | 24% | u | 1.8µM* | 0% | -1% | -12%
23. CC(C)(C)c1ccc(S(=O)(=O)c2cnc(SCC(=O)Nc3ccc4c(c3)OCCO4)[nH]c2=O)cc1
→ u | -6% | u | u | 8% | -36%[59 µM] | u | x | u
24. COc1cc(CCC(=O)NNC(=O)c2ccc(Cl)cc2)cc(OC)c1OC
→ -2% | -6% | -7% | 8% | 36%[activator] | -6% | 0% | 3% | -20%
25. Cc1cccc(C)c1Nc1c(-c2ccccn2)nc2ccccn12
→ -20% | -3% | 25µM* | -8% | 6% | 40µM* | 0% | 2% | -26%
26. Cc1ccc(NC(=O)CN2CCC(C(=O)c3ccc4c(c3)OCCO4)CC2)cc1
→ -10% | -8% | -8% | -7% | 96%[activator] | 1%[59 µM] | -6% | -3% | 3%
27. O=C(Nc1ccccc1C(=O)Nc1ccncc1)c1ccccc1
→ -5% | 0% | 2% | u | 35%[activator] | -4% | 2% | -9% | -12%
28. O=C1CC(c2cccc(O)c2)c2c(nc(SCc3ccccc3F)[nH]c2=O)N1 (stereo unspecified)
→ u | -4% | u | -13% | 6% | -13%[59 µM] | -17% | x | -23%
29. O=C(CNS(=O)(=O)c1ccccc1Br)OCC(=O)N1CCc2ccccc21
→ -17% | 1% | -3% | 2% | 11% | u | -7% | 1% | -9%
30. CCc1ccc(/C=C/c2c([N+](=O)[O-])c(=O)n(C)c(=O)n2C)cc1
→ -22% | -4% | -28% | 17% | u | -37% | -11% | 55%[activator] | 4%
31. CCCCOC(=O)Nc1ccc(S(=O)(=O)Nc2ccc([N+](=O)[O-])cc2)cc1
→ -9% | -11% | -31% | -2% | -16% | u | -9% | -2% | -20%
32. COc1ccc(NC(=O)CSc2ccc3c4c(cccc24)C(=O)c2ccccc2-3)cc1
→ -5% | -4% | 2% | 2% | 2% | -6% | -10% | 4% | -4%
33. Cc1ccc(N2CCN(c3cc(C)nc4c5c(C)cc(C)nc5nn34)CC2)cc1
→ -6% | 0% | 2% | 26% | x | 2%[59 µM] | x | 1% | x
34. CC1CCN(CCCn2c(=S)[nH]c3ccc(N4CCOCC4)cc3c2=O)CC1
→ -1% | 0% | 0% | -2% | -2% | -4%[12.7 µM] | -7% | 0% | -19%
35. CCC(=O)N1CCc2cc(S(=O)(=O)Nc3ccccc3C)ccc21
→ 2% | 0% | 4% | 3% | 5% | -4% | -3% | 13% | -6%
36. COc1cc(NC(=S)NCCCN(C)C)c(OC)cc1NC(=O)c1ccco1
→ 3% | 3% | -4% | 0% | u | 1% | 4% | 0% | -2%
37. O=C(O)C1C2CC2CN1C(=O)c1ccc(Cl)cc1Cl (stereo unspecified)
→ -2% | 1% | -12% | 31% | 8% | 20%[59 µM] | 5% | -1% | -11%
38. COc1cccc(CC(=O)Nc2ccccc2C(=O)N2CCOCC2)c1
→ -4% | 0% | 4% | 44% | 22% | 9% | -9% | 5% | -13%
39. CCOC(=O)C1=C(O)CSC1=Nc1ccc(C)cc1
→ -6% | -7% | -37% | 0% | u | -6% | -3% | -1% | -16%
40. Cc1ccc(-n2nc(CO)c(C(=O)NCCCCc3ccccc3)n2)cc1C
→ u | 0% | 1% | 13% | -18% | 14%[59 µM] | 0% | x | -8%
41. O=C(O)C1C2CCC(O2)C1C(=O)Nc1cccc(Cl)c1 (stereo unspecified)
→ -13% | -3% | -5% | 0% | 30% | -5% | -7% | 6% | -20%
42. C=CC[C@@H](CC(=O)OC(C)(C)C)C(=O)OC[C@H]1CCCN1C(=O)[C@@H](CC=C)CC(=O)N[C@H](CO)Cc1ccccc1
→ x | x | x | x | -5% | x | -30% | 15% | -17%
43. Cc1c(C)n(C(=O)CSc2nc3ccccc3[nH]2)c2ccccc12
→ -18% | -11% | u | 8.9µM* | u | 50µM* | u | 14µM* | u
44. COc1ccc(/C=C2/C(=O)N(c3c(F)c(F)c(F)c(F)c3F)N=C2C)cc1
→ u | 2% | -4% | 3% | u | 27%[0.501 µM] | -13% | 3% | -14%

# Sorted by length of the SMILES (high to low): part of the list above.
# Results follow in this order: Anesthetic bind | BLM helicase inh | BAZ2B inh | POLB inh | POLI inh | G9a inh | Pol kappa inh | APE1 inh | POLH inh
42. C=CC[C@@H](CC(=O)OC(C)(C)C)C(=O)OC[C@H]1CCCN1C(=O)[C@@H](CC=C)CC(=O)N[C@H](CO)Cc1ccccc1
→ x | x | x | x | -5% | x | -30% | 15% | -17%
31. CCCCOC(=O)Nc1ccc(S(=O)(=O)Nc2ccc([N+](=O)[O-])cc2)cc1
→ -9% | -11% | -31% | -2% | -16% | u | -9% | -2% | -20%
32. COc1ccc(NC(=O)CSc2ccc3c4c(cccc24)C(=O)c2ccccc2-3)cc1
→ -5% | -4% | 2% | 2% | 2% | -6% | -10% | 4% | -4%
33. Cc1ccc(N2CCN(c3cc(C)nc4c5c(C)cc(C)nc5nn34)CC2)cc1
→ -6% | 0% | 2% | 26% | x | 2%[59 µM] | x | 1% | x
34. CC1CCN(CCCn2c(=S)[nH]c3ccc(N4CCOCC4)cc3c2=O)CC1
→ -1% | 0% | 0% | -2% | -2% | -4%[12.7 µM] | -7% | 0% | -19%
40. Cc1ccc(-n2nc(CO)c(C(=O)NCCCCc3ccccc3)n2)cc1C
→ u | 0% | 1% | 13% | -18% | 14%[59 µM] | 0% | x | -8%
43. Cc1c(C)n(C(=O)CSc2nc3ccccc3[nH]2)c2ccccc12
→ -18% | -11% | u | 8.9µM* | u | 50µM* | u | 14µM* | u
38. COc1cccc(CC(=O)Nc2ccccc2C(=O)N2CCOCC2)c1
→ -4% | 0% | 4% | 44% | 22% | 9% | -9% | 5% | -13%
41. O=C(O)C1C2CCC(O2)C1C(=O)Nc1cccc(Cl)c1 (stereo unspecified)
→ -13% | -3% | -5% | 0% | 30% | -5% | -7% | 6% | -20%
39. CCOC(=O)C1=C(O)CSC1=Nc1ccc(C)cc1
→ -6% | -7% | -37% | 0% | u | -6% | -3% | -1% | -16%
